Assay outcomes as filed in PubChem BioAssay.
RPL19A-GFP yeast: modulators of TOR pathway RPL19A-GFP in S. cerevisiae; S. cerevisiae RPL19A-GFP strain, flow cytometry, 3 h; active compounds read low; percent response vs DMSO, % at 10 µM; hit rate 0.3% among 330,000; AID 2025;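 active = percent response vs DMSO below 50%; inconclusive = fewer than 70 events counted for the yeast strain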;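 note: median channel GFP fluorescence of the barcoded RPL19A-GFP strain; ratio of sample median GFP to plate DMSO average so 100% = DMSO; lower means less RPL19A-GFP as with rapamycin TOR inhibition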
CIT2 TOR yeast: modulators of TOR pathway CIT2-GFP in S. cerevisiae; GFP response vs DMSO, % at 10 µM; hit rate 0.065% among 320,000; S. cerevisiae CIT2-GFP strain, flow cytometry, 3 h; 100 means same as DMSO wells; AID 2029;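 active = GFP response relative to DMSO above a set limit, near the screen mean plus 3 SD, cut at about 150% in these data; inconclusive = Fewer than 70 cells measured for a yeast strain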;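 note: ratio of well median GFP fluorescence to mean of DMSO wells on the plate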
AGP1-GFP MLPCN: yeast TOR pathway AGP1-GFP modulation; S. cerevisiae AGP1-GFP multiplex flow cytometry, 3 h; GFP as percent of DMSO wells; GFP response vs DMSO, % at 10 µM; hit rate 0.02% among 320,000; AID 2066;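 active = GFP response relative to DMSO above a set limit, near screen average plus 3 SD, cut at about 150% in these data; inconclusive = fewer than 70 cells counted for the yeast strain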;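 note: median GFP channel fluorescence of the gated AGP1 strain per well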
VLA-4 inh: inhibition in a human VLA-4 binding assay; P13612; VLA-4 expressing cells, ligand binding flow cytometry; inhibition, % (about 7 µM as worked out from the volumes in the protocol); hit rate 0.2% among 330,000; in the data active = inhibition above about 50%
GRK2 inh: inhibitors of human GRK2 displacing RNA aptamer | P25098 | inhibition of aptamer binding, % at 10 µM | bead flow cytometry, FAM-aptamer displacement from GRK2 | AID 488847 | hit rate 0.59% among 330,000;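 active = inhibition of aptamer binding above 40%, roughly 3 SD of noise, on plates passing a quality check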;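 note: median bead fluorescence of bound FAM aptamer so fluorescent compounds give negative values; no value below 0 was filed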
Target sequence (P25098 whole entry, looked up): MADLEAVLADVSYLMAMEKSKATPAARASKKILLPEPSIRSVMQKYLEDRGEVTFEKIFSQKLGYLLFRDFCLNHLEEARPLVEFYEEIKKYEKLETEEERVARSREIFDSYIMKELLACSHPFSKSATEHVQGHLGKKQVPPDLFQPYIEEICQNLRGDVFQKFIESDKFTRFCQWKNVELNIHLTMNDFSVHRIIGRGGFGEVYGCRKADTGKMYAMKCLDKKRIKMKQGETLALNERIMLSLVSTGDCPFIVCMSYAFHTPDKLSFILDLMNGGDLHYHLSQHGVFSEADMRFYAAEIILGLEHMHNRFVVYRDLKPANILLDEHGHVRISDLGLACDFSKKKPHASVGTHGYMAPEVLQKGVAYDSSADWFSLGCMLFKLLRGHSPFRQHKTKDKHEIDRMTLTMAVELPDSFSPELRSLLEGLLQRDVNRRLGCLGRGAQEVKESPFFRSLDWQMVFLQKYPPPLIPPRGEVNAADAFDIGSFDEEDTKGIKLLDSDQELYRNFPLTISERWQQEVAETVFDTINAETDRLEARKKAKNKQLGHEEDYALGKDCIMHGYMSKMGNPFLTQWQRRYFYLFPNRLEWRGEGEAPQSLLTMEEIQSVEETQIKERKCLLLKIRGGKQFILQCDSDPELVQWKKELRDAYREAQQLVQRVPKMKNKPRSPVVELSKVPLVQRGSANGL
JMJD2C inh: inhibitors of human GASC-1 (JMJD2C) demethylase; inhibition, % at 2.35 µM; hit rate 0.069% among 330,000; GST-JMJD2C(1-420) H3K9me3 demethylation, DELFIA europium; AID 2099; Q9H3R0;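 active = more than half of a compound's replicate wells show inhibition beyond 50%, single wells judged on their own value; inconclusive = some, but no more than half, of replicates pass 50% inhibition; inactive = no replicate passes 50% inhibition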;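 note: signal counts dimethyl H3K9 product captured on neutravidin plate; 0% = median of DMSO wells and 100% = 0.3 times that DMSO median; strong numbers were not always called active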
LAP4 TOR yeast: modulators of TOR pathway LAP4-GFP in S. cerevisiae | GFP response vs DMSO, % at 10 µM | AID 2023 | hit rate 0.34% among 320,000 | S. cerevisiae LAP4-GFP multiplex, flow cytometry GFP, 3 h; median GFP as percent of DMSO wells;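 active = GFP response vs DMSO above a set limit, about the screen mean plus 3 SD, cut at about 150% in these data; inconclusive = under 70 cell events counted for the yeast strain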
MEP2 TOR yeast: modulators of TOR pathway MEP2-GFP in S. cerevisiae; AID 2016; GFP response vs DMSO, % at 10 µM; S. cerevisiae MEP2-GFP strain, flow cytometry GFP, 3 h; 100% = DMSO control level; hit rate 0.51% among 330,000;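 active = GFP response versus DMSO above a set limit, roughly screen mean plus 3 SD, cut at about 180% in these data; inconclusive = fewer than 70 cells counted for a yeast strain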;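 note: median GFP fluorescence of the barcode-gated MEP2-GFP cells per well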
Starred values were filed as active, the others as inactive; ? = inconclusive; . = no result given; & = joins results of further samples; [ ] = another dose, or the depositor's remark.

cpd	SMILES	RPL19A-GFP yeast	CIT2 TOR yeast	AGP1-GFP MLPCN	VLA-4 inh	GRK2 inh	JMJD2C inh	LAP4 TOR yeast	MEP2 TOR yeast
1	CCC(C)NC(=O)C1CCCN(S(=O)(=O)c2ccc3c(c2)CC(C)N3C(C)=O)C1 (stereo unspecified)	99	106	104	27	0	-2	100	100
2	Cc1cccc(NC(=O)CCOc2ccccc2)c1C	96	89	89	-6	0	3	87	97
3	Cc1cc(C)nc(NN2C(=O)/C(=C/c3ccccc3)SC2=S)n1	113	112	.	9	10	3	124	110
4	O=c1cc(CSc2ccccc2)[nH]c2ccccc12	102	101	100	7	4	-6	91	102
5	CC1(C)C2CC=C(/C=N/NC(=O)c3ccccc3O)C1C2 (stereo unspecified)	105	99	99	9	5	-8	91	101
6	CCOC(=O)NC(=O)COC(=O)CNC(=O)c1ccc(OCC)c(OCC)c1	97	107	110	5	1	13	111	99
7	Cc1cc(C)c(C)c(S(=O)(=O)N2CCCN(C)CC2)c1C	96	96	104	-1	3	8	118	101
8	COc1ccc(CCN(CC(=O)NCc2ccc(F)cc2)C(=O)c2snc(C(N)=O)c2N)cc1OC	107	100	102	-9	2	24	91	102
9	CNc1nccc(-c2ccc(F)cc2)c1C#N	104	77	98	7	2	-5	106	104
10	CSc1nc2ccccc2c(=O)n1N	98	98	97	3	0	?	102	99
11	CC(=O)NC(CC(=O)Nc1cc(Cl)ccc1-n1cncn1)c1ccccc1 (stereo unspecified)	95	105	99	-8	0	14	99	104
12	COc1cc(NC(=O)NC(C)(C(F)(F)F)C(F)(F)F)cc(OC)c1OC	101	97	102	8	0	3	100	106
13	CCC(C)S(=O)(=O)c1snnc1C (stereo unspecified)	?	102[may fluoresce red]	?	-4	5	-1	?	?
14	CC(=O)N(Nc1ccccc1)c1ccccc1	103	99	92	3	2	-19	97	105
15	CSc1sc(-c2nnc(SCC(=O)Nc3ccc(Cl)cc3)n2C)c2c1C=CCC2	103	108	116	-5	7	14	139	106
16	COC(=O)CN1C2(C#N)CCCCC2CC2CCCCC21C#N (stereo unspecified)	97	104	103	1	0	4	96	99
17	O=C(CSc1nncn1-c1cccnc1)Nc1cccc(C(F)(F)F)c1	105	100	98	4	0	12	103	104
18	CC(=O)Nc1ccc(S(=O)(=O)N(C)CC(=O)OCC(=O)c2ccc3c(c2)NC(=O)CO3)cc1	93	95	93	-8	0	-8	93	89
19	Cc1[nH]c2ccc(C(=O)O)cc2c1C	104	104	107	-2	0	-1	103	103
20	N/N=C1\CCCc2nonc21	96	95	99	-3	2	-1	102	96
21	COc1ccccc1-c1sc2cc3c(cc2c1C#Cc1ccccn1)OCO3	92	99	92	10	5	3	108	94
22	COC(=O)c1ccc(C2CC(=O)Nc3cc(OC)c(OC)c(OC)c32)cc1 (stereo unspecified)	104	99	103	1	0	-25	105	102
23	CC(C)(Cl)C1Cc2cc3ccc(=O)oc3cc2O1 (stereo unspecified)	100	102	107	-8	2	2	112	101
24	O=C1/C(=N\O)Cc2ccccc21	98	109	102	-17	3	6	103	100
25	Cc1ccc(S(=O)(=O)NC(=O)Nc2nnc(C)s2)cc1	98	108	99	4	0	18	97	101
26	Cc1ccc(N2CC(C(=O)NCC3CCCO3)CC2=O)cc1Cl (stereo unspecified)	91	103	97	-2	0	1	92	92
27	CCOC(=O)c1c(C)[nH]c(O)c1C=Nc1ccc(C(F)(F)F)cc1	104	100	106	-1	1	0	106	103
28	CC(C)c1csc(CN2CCN(Cc3ccccc3)C(CCO)C2)n1 (stereo unspecified)	98	100	99	7	3	0	91	111
29	C[C@@H]1COC(=O)[C@@H](Cc2ccc(F)cc2)C/C=C\C[C@@H](CC(=O)NCCO)C(=O)N1	101	107	104	41	5	2	95	98
30	CC(=O)Nc1ccc(/C=C(\C#N)C(=O)NCc2ccccc2)cc1	111	101	111	7	1	-20	107	113
31	Cc1ccc(S(=O)(=O)Nc2cccnc2Oc2ccc(Cl)cc2)cc1	106	88	114	-5	0	9	111	103
32	COc1cccc(-n2c(-c3ccc4[nH]c(C)c(C)c4c3)n[nH]c2=S)c1	94	84	92	29	1	10	101	89
33	CNC(=O)C1CC(=O)N(CCc2ccccc2)C(=Nc2ccc(OC)cc2)S1 (stereo unspecified)	86	.	98	-4	3	27	92	104
34	Cc1cc(C)n(CC(C)NC(=O)CCc2nnc(CCc3ccccc3)o2)n1 (stereo unspecified)	94	98	100	7	1	11	100	95
35	O/N=C1/CC/C(=N\O)c2nn(-c3ccccc3)nc21	100	105	109	-1	3	4	118	99
36	CSc1ccc(/C=N/N2CCN(C)CC2)cc1	98	103	104	14	0	3	105	104
37	CN(NS(=O)(=O)c1ccc(Cl)cc1)c1nc(C(F)(F)F)nc2ccccc12	101	95	106	-4	5	-17	99	99
38	CN(C)CCCNC(=O)c1ccc(-c2cc(O)c3ncccc3c2)cc1	102	100	107	4	0	.	103	102
39	COC(=O)CN1C(=O)[C@H]2[C@@H](c3ccc(C)o3)N3C(=O)CN(Cc4ccccc4)C(=O)[C@@]3(Cc3ccccc3)[C@H]2C1=O	101	108	96	2	0	7	129	94
40	COc1cccc(NC(=O)COC(=O)c2c(F)cccc2F)c1	108	115	101	8	0	1	93	107
41	O=C(/C=C/c1cccc([N+](=O)[O-])c1)NCCN1C(=O)S/C(=C\c2ccc(F)cc2)C1=O	106	102	101	13	0	-1	90	108
42	CCC(=O)N1CCN(c2c(Cl)cccc2[N+](=O)[O-])CC1	100	101	102	-15	1	2	102	103
43	CCOC(=O)C1=C(c2ccccc2)Nc2ncnn2C1c1cc(OC)cc(OC)c1OC (stereo unspecified)	100	99	100	5	0	-3	112	106
44	CC(=O)c1cc2c(cc1NC(=O)CN1CCCCCC1)OCO2	101	99	105	21	0	11	108	105
45	COCCCn1c(SCC(=O)N2CCc3ccccc32)nnc1-c1ccoc1C	98	97	103	2	0	-9	101	102
46	Cc1ccc(N2C(=O)CN(Cc3sccc3C)C2=S)cc1C	102	75	98	1	4	-5	124	140
47	CCCCOP(=O)(c1ccc(N(C)C)cc1)C(O)c1ccc(N(C)C)cc1 (stereo unspecified)	105	101	98	-5	0	-21	96	108
48	O=C(Cc1ccc(F)cc1)N/N=C/c1ccc2c(c1)OCO2	109	106	103	0	0	-5	97	105
49	O=C(O)CCn1cc(/C=C2\SC(=S)NC2=O)c(-c2ccccc2)n1	101	112	109	2	5	7	112	109
50	CC(C)(C)c1cc(C(=O)C[n+]2ccc(C(=O)NCCCO)cc2)cc(C(C)(C)C)c1O	101	97	99	1	0	0	98	101

Following part:
cpd	SMILES	RPL19A-GFP yeast	CIT2 TOR yeast	AGP1-GFP MLPCN	VLA-4 inh	GRK2 inh	JMJD2C inh	LAP4 TOR yeast	MEP2 TOR yeast
51	Cc1ccc(S(=O)(=O)NNC(=O)C(=O)NNc2ccccn2)cc1	105	105	104	24	0	-21	103	107
52	Cc1cc(C)nc(NC2=NCCN2C(=O)NC2CCCCC2)n1	.	102	104	3	2	-23	101	99
53	CCS(=O)(=O)N1CCN(c2nc(-c3ccccc3)cs2)CC1	98	105	99	-1	3	-5	98	104
54	CCOc1cccc(C2/C(=C(/O)c3ccc4c(c3)CC(C)O4)C(=O)C(=O)N2Cc2ccncc2)c1 (stereo unspecified)	100	114	105	26	2	-3	99	114
55	O=C(Nc1ccccc1C(F)(F)F)N1CCN(c2ccc3nnc(-c4ccc(F)cc4)n3n2)CC1	105	104	.	-3	0	30	105	100
56	CC(=O)Oc1cccc(NC(=O)c2ccc3c(c2)C(=O)N(CC(C)C)C3=O)c1	101	106	103	1	0	4	89	104
57	CC1CN(C(=O)c2cccc(C(=O)N3CC(C)OC(C)C3)c2)CC(C)O1 (stereo unspecified)	111	115	112	12	0	-11	119	115
58	CCCN(C(=O)c1cc(S(=O)(=O)N2CCCCCC2)ccc1OC)C1CCS(=O)(=O)C1 (stereo unspecified)	96	86	107	18	0	-21	103	98
59	O=C(CN1C(=O)c2ccccc2S1(=O)=O)Nc1ccc(S(=O)(=O)N2CCCCC2)cc1	100	103	106	15	2	6	95	99
60	O=C(Oc1ccc(-c2nnco2)cc1)N1CCOCC1	93	91	92	6	7	-4&-20	94	95
61	COc1ccccc1OCCNC(=O)C(CCSC)NC(=O)COc1ccccc1 (stereo unspecified)	94	87	91	6	1	-10	95	96
62	CCC1(CC)Cc2ccccc2-c2nc(CCl)[nH]c(=O)c21	100	96	97	-6	4	-8	96	100
63	O=[N+]([O-])c1cc(C(F)(F)F)ccc1N1CCN(CCO)CC1	98	91	98	11	0	-1	113	94
64	N#CCc1c(C#N)c(N)nc(N2CCN(S(=O)(=O)c3ccccc3F)CC2)c1C#N	104	98	99	1	6	1	89	105
65	C/C=C(/C)C(=O)O[C@@H]1c2c(ccc3ccc(=O)oc23)O[C@@H]1C(C)(C)OC(=O)/C(C)=C\C	100	90	80	-16	0	4	100	85
66	OCC[C@@H]1C[C@@H](O)[C@H](O)[C@]2(OCCc3ccccc32)O1	102	77	90	17	0	-6	108	94
67	CC1(C)C(c2ccccc2)=NC(c2ccc(F)cc2)N1O (stereo unspecified)	96	98	103	12	2	-2	103	104
68	CCn1nnc2cc(C(=O)NCCc3ccccc3F)ccc21	101	106	103	-8	0	-3	115	105
